# High-throughput results (PubChem)
# FAK inh = inhibitors of human focal adhesion kinase. inhibition, %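 (tested at 7 µM)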. biochemical FAK kinase activity assay. 0.84% of 97,000 active; in the data active = inhibition above about 19%;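 note: 0% = DMSO and 100% = reference compound high control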
# Mac1 fbg enh = enhancers of human CD11b/CD18 binding to fibrinogen. 0.07% of 93,000 active. AID 1499. activation, % at 10 µM. P05107+P11215. K562 CD11b/CD18 adhesion to fibrinogen, ATPlite luminescence;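 active = 10 µM primary screen giving 50% or more activity, confirmed by 40% or more on retest at that dose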; note: strong numbers were not always called active
# ERb SRC1 inh = blocks coactivator binding to human estrogen receptor beta | TR-FRET ER-beta LBD / SRC1-Cy5 peptide binding; receptor agonist-loaded with 1 µM estradiol | 1.3% of 86,000 active | inhibition, % at 25.6 µM | Q92731;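 active = compounds whose percent inhibition of the receptor-coactivator binding signal exceeds about 50% in the single-dose screen, limit read from the data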;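 note: 0% = receptor plus peptide wells without compound and 100% = peptide-only wells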
# ERa SRC1 inh = ER-alpha (human) coactivator binding inhibition; TR-FRET ER-alpha LBD / SRC-1 peptide, estradiol-bound; P03372; 1.7% of 86,000 active; inhibition, % at 25.6 µM; AID 629; in the data active = inhibition above about 50%;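 note: 0% = receptor plus peptide control and 100% = peptide only without receptor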
# Target sequence (P03372 whole entry, looked up, the tested form may be a part): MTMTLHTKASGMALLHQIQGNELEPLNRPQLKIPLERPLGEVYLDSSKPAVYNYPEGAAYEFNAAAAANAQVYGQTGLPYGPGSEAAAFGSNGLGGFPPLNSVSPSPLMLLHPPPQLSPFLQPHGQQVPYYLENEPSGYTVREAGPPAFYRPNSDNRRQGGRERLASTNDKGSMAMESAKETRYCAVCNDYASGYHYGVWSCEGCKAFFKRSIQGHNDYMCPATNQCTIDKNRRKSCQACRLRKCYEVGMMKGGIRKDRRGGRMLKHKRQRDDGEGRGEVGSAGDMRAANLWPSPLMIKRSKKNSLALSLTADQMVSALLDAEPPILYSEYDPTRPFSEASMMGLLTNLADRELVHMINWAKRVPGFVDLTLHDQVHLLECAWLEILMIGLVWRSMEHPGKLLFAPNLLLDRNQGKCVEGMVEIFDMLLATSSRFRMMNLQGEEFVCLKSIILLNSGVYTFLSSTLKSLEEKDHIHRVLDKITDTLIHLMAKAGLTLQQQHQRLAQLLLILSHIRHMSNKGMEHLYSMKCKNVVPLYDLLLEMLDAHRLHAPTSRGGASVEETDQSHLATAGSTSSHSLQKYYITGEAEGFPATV
# PLK1 inh = blocks human PLK1 kinase activity; inhibition, % at 10 µM; recombinant PLK1 kinase, TR-FRET peptide phosphorylation; P53350; AID 619; 0.53% of 97,000 active;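 active = inhibition of 50% or more in the single-concentration screen; inactive = inhibition below 50%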;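 note: 0% = DMSO max control and 100% = H-89 dihydrochloride min control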
# PLK1 PBD inh = Plk1 (human) PBD binding inhibition; P53350; Plk1 PBD phosphopeptide binding, fluorescence polarization; inhibition, %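 (tested at about 20 µM)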; 0.13% of 97,000 active; AID 693; in the data active = inhibition above about 34%, passing the limit was not always enough
# Rev-RRE block = HIV Rev-RRE protein-RNA interaction inhibition; P05866; Rev peptide-RRE RNA binding, FRET; inhibition, % at 8 µM; 0.79% of 97,000 active; AID 704;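 active = inhibition above the screen-wide mean plus 3 SD, cut at about 35% in these data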;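 note: 0% = median DMSO wells and 100% = median Neomycin B control wells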
# Target sequence (P05866 whole entry, looked up): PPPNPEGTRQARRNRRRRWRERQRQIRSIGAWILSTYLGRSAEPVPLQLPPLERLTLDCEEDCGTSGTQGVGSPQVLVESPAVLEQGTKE
#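 Test system – labelled RRE RNA duplex and labelled Rev peptide · Signal – fluorescein-to-Cy5 FRET, 480 nm excitation · Evaluation – % inhibition of FRET ratio versus controls · Benchmarks – DMSO low control, neomycin B high control · Incubation – 5 min RNA-compound premix plus 15 min binding step, 25 °C · Medium – HEPES pH 7.5 salt buffer with EDTA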
# ERa coact pot = enhances coactivator binding to human estrogen receptor alpha; AID 639; P03372; coactivator binding (% of control), % at 25.6 µM; 1.3% of 86,000 active; TR-FRET ERalpha-LBD/SRC-Cy5 coactivator binding, 2 h; 100 = basal binding, no effect; in the data active = activity above about 200%;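 note: binding measured in presence of low estradiol as agonist stimulus; 0% = peptide alone without receptor and 100% = receptor with peptide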
# Mac1 fbg inh = blocks human CD11b/CD18 adhesion to fibrinogen. inhibition, % at 10 µM. AID 1497. K562 CD11b/CD18 adhesion to fibrinogen, ATPlite luminescence; Mn2+ added to activate the integrin. P05107+P11215. 0.54% of 93,000 active;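 active = primary inhibition of 50% or more at 10 µM, then 40% or more on retest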; note: some results filed as inactive read as strong as hits
# * marks the source's active call; other numbers are inactive results; · = no result given; [ ] = remark or other dose.
ERa SRC1 inh,Rev-RRE block,Mac1 fbg inh,PLK1 PBD inh,FAK inh,Mac1 fbg enh,PLK1 inh,ERb SRC1 inh,ERa coact pot,Compound
-3,11,1,-17,2,2,-4,0,108,C=CCn1c(COc2ccc(Cl)cc2)nnc1SCc1ccc(C#N)cc1
·,12,7,-11,-2,-4,-5,·,·,C=CCn1c(CNc2ccccc2)nnc1SCC(=O)N/N=C/c1ccccc1O
6,20,1,7,-2,-2,-11,8[fluorescence artefact?],108,COc1ccc(O)c(C(=O)c2cc(C#N)c(=O)n(CC3CCCO3)c2)c1 (stereo not drawn)
·,8,9,33,8,-6,-15,·,·,Cn1c(-c2ccc(Cl)cc2)ccc(C#N)c1=O
-3[fluorescence artefact?],8,-10,20,6,-2,-13,-4[fluorescence artefact?],110,OC1(c2cn(Cc3ccccc3)nn2)CCCCC1
-3,4,·,35,-8,·,-12,-1[fluorescence artefact?],127,Cc1ccc(OCC(=O)Nc2oc(-c3ccccc3)c(-c3ccccc3)c2C#N)cc1
·,-2,-14,1,-1,4,-15,·,·,Brc1ccc2c(c1)C(c1ccc(N3CCOCC3)cc1)=NNC(c1cccs1)=N2
9,0,-23,41*,1,-1,-5,6,79,CCc1noc(C)c1C(=O)N1CCOCC1

# The results go on.
ERa SRC1 inh,Rev-RRE block,Mac1 fbg inh,PLK1 PBD inh,FAK inh,Mac1 fbg enh,PLK1 inh,ERb SRC1 inh,ERa coact pot,Compound
5,3,-3,-32,-3,0,-2,0,96,CNS(=O)(=O)c1ccc(Oc2ccc(S(=O)(=O)NC)cc2)cc1
·,-2,·,-1,-3,·,9,·,·,O=[N+]([O-])c1ccc(Cl)c(/C=N/N2CCN(Cc3ccccc3Cl)CC2)c1
5[fluorescence artefact?],5,3,3,-2,-1,-9,-2[fluorescence artefact?],113,Cc1ccnn1CCSCC(=O)O
-1,1,11,3,2,-3,1,19[fluorescence artefact?],102,O=C1CC(c2ccc3c(c2)OCO3)c2cc3c(cc2N1)OCO3 (stereo not drawn)
1,12,44,1,2,8,-8,-6,107,COC(=O)CSc1nc(N2CCCCC2)c2c(c1C#N)CCCC2
-5,5,-18,19,1,1,8,-4,105,Cc1cc(Nc2ccccc2)n(-c2ccccc2)n1
-7,5,-4,24,2,-6,-11,-4,87,CCOC(=O)C1CCN(C(=S)Nc2cc(OC)c(OC)cc2C(=O)OC)CC1
0,7,-3,-20,13,2,-12,-1,103,O=C(c1ccco1)n1nc(NCc2ccccc2)nc1NCc1ccccc1

# Reformatted with tabs: 2 of the compounds above.
molecule	ERa SRC1 inh	Rev-RRE block	Mac1 fbg inh	PLK1 PBD inh	FAK inh	Mac1 fbg enh	PLK1 inh	ERb SRC1 inh	ERa coact pot
Cc1cc(Nc2ccccc2)n(-c2ccccc2)n1	-5	5	-18	19	1	1	8	-4	105
CNS(=O)(=O)c1ccc(Oc2ccc(S(=O)(=O)NC)cc2)cc1	5	3	-3	-32	-3	0	-2	0	96

# The list goes on.
ERa SRC1 inh,Rev-RRE block,Mac1 fbg inh,PLK1 PBD inh,FAK inh,Mac1 fbg enh,PLK1 inh,ERb SRC1 inh,ERa coact pot,Compound
2,2,-10,17,2,-2,-5,0,103,Cn1c(=O)n(Cc2ccc(Cl)cc2)c(=O)c2c1nc1n2CCN1Cc1ccco1
-3,3,·,-7,-2,·,-4,-4,101,O=[N+]([O-])c1ccc(Cl)c(/C=N/N2CCN(Cc3ccccc3)CC2)c1
9,2,·,17,-2,·,-4,1[fluorescence artefact?],100,CN(CC(=O)NC1CCCCC1)S(=O)(=O)c1cccc2nsnc12
·,9,14,0,-3,0,-8,·,·,Cc1occc1C(=O)N/N=C/c1cccs1
-6,1,·,11,1,·,-15,-5,100,COC(=O)c1ccc(CS(=O)(=O)c2ccccc2C)o1
-9[fluorescence artefact?],5,1,9,0,4,2,-5,331*[fluorescence artefact?],CCOc1ccc2[nH]c(=O)c(CN(Cc3ccc(F)cc3)C(=O)N3CCCC3)cc2c1
·,2,·,-18,-3,·,-10,·,·,CCCn1nnc2ccccc2c1=O
·,9,1,-14,4,1,-2,·,·,Cc1ccccc1NC(=O)Cc1nnc(SCc2ccc(Cl)c(Cl)c2)n1C

# Overlap with the part before: four compounds; new compounds follow.
ERa SRC1 inh,Rev-RRE block,Mac1 fbg inh,PLK1 PBD inh,FAK inh,Mac1 fbg enh,PLK1 inh,ERb SRC1 inh,ERa coact pot,Compound
-6,1,·,11,1,·,-15,-5,100,COC(=O)c1ccc(CS(=O)(=O)c2ccccc2C)o1
-9[fluorescence artefact?],5,1,9,0,4,2,-5,331*[fluorescence artefact?],CCOc1ccc2[nH]c(=O)c(CN(Cc3ccc(F)cc3)C(=O)N3CCCC3)cc2c1
·,2,·,-18,-3,·,-10,·,·,CCCn1nnc2ccccc2c1=O
·,9,1,-14,4,1,-2,·,·,Cc1ccccc1NC(=O)Cc1nnc(SCc2ccc(Cl)c(Cl)c2)n1C
·,15,-1,-14,-1,-1,6,·,·,CCOC(=O)c1ccccc1NC(=O)CN(c1ccccc1OCC)S(C)(=O)=O
-6,-3,-24,6,5,-4,-5,-4,112,Cc1ccc(N(C(=O)c2ccc(Br)o2)C2C=CS(=O)(=O)C2)cc1 (stereo not drawn)
0,7,0,17,0,-1,1,0,93,O=C1CC(N2CCN(c3ccc(S(=O)(=O)N4CCOCC4)cc3)CC2)C(=O)N1Cc1ccccc1 (stereo not drawn)
0,0,-12,-2,0,2,-6,-6,119,CN1C(=O)CSc2ccc(NC(=O)NCCC3=CCCCC3)cc21
0,6,1,-21,-1,3,-11,3,110,CN(C)/C=C/c1c(C#N)c(=O)ncn1Cc1ccccc1
5[fluorescence artefact?],3,-3,-20,1,8,-3,-4[fluorescence artefact?],94,Nn1c(SCC(=O)Nc2ccc(F)cc2)nnc1-c1ccccn1
11,9,-28,-5,-3,0,-10,11,82,CNC(=O)c1ccccc1NC(=O)c1c(O)c2c([nH]c1=O)CCCC2
-8,1,-2,-8,-1,1,-11,-7,125,Cc1cc(C(=O)O)c(CCCN)s1

# Single entries from above.
# CCOC(=O)C1CCN(C(=S)Nc2cc(OC)c(OC)cc2C(=O)OC)CC1 in PLK1 PBD inh = 24
# O=C1CC(N2CCN(c3ccc(S(=O)(=O)N4CCOCC4)cc3)CC2)C(=O)N1Cc1ccccc1 (stereo not drawn) in Rev-RRE block = 7
# Cc1ccc(OCC(=O)Nc2oc(-c3ccccc3)c(-c3ccccc3)c2C#N)cc1 in PLK1 inh = -12
# C=CCn1c(CNc2ccccc2)nnc1SCC(=O)N/N=C/c1ccccc1O in PLK1 inh = -5

# Later entries:
ERa SRC1 inh,Rev-RRE block,Mac1 fbg inh,PLK1 PBD inh,FAK inh,Mac1 fbg enh,PLK1 inh,ERb SRC1 inh,ERa coact pot,Compound
-3,2,-26,-29,3,-4,-7,-4,97,CC(=O)c1cc(C#N)c(SCC(=O)O)nc1C
-1[fluorescence artefact?],2,-11,-1,2,-1,-8,-4,99,CCOC(=O)C1CCN(C(=O)CNC(=O)OC(C)(C)C)CC1
-5,·,-2,·,·,1,·,-5,96,COC(=O)c1ccccc1NC(NC(=O)c1ccco1)C(=O)c1ccccc1 (stereo not drawn)
-5,8,·,-16,-1,·,-11,-4[fluorescence artefact?],96,COc1ccc(Oc2nnnn2-c2ccccc2)cc1
·,-2,43,-26,-1,1,-5,·,·,Cc1cccc(NC(=O)c2ccc(C3SCC(=O)N3CCc3ccccc3)cc2)c1C (stereo not drawn)
·,5,9,-21,13,0,-12,·,·,O=C(Nc1cccc(O)c1)c1cc(-c2ccco2)on1
·,8,66,2,4,-8,-9,·,·,O=C(c1ccc(Cl)cc1)N1CCC(O)(CSc2ccc(Cl)cc2Cl)CC1
6,6,-12,-13,1,3,-1,1[fluorescence artefact?],108,O=C1N(Cc2ccccc2)CCCC12CCCN(Cc1ccccc1)C2=O

# (cont.)
ERa SRC1 inh,Rev-RRE block,Mac1 fbg inh,PLK1 PBD inh,FAK inh,Mac1 fbg enh,PLK1 inh,ERb SRC1 inh,ERa coact pot,Compound
-1,16,29,12,1,-3,-16,-6,91,CCNc1nc(NC(C)C)nc(N(C#N)CCOc2ccccc2)n1
-4,·,-47,-6,·,-3,-2,-10,107,O=C(NCCn1ccc2ccccc21)c1ccc(S(=O)(=O)N2CCOCC2)cc1
-9,-2,-8,-8,-1,-4,-12,-1,124,COc1ccc(OC)c(NC(=O)Cn2c(CCC(=O)O)ccc2-c2cccs2)c1
3,6,-8,-2,4,-1,-2,-1[fluorescence artefact?],96,CCCCOC(=O)C1=C(C)Nc2ncnn2C1c1cc(OC)ccc1OC (stereo not drawn)
4[fluorescence artefact?],3,4,1,0,-4,-6,-1,99[fluorescence artefact?],CCC(=O)N/C=C/n1cnc2cc(C(F)(F)F)ccc21
·,13,-4,6,-1,8,-4,·,·,COC(=O)c1ccc(NC(=O)CN2CCN(S(=O)(=O)c3cc(Cl)ccc3OC)CC2)cc1
7[fluorescence artefact?],-4,14,-18,1,1,-8,6[fluorescence artefact?],99,CCN(C(=O)CSc1nc2cc(C(=O)OC)ccc2c(=O)n1Cc1ccco1)c1cccc(C)c1
-7,-7,-15,-4,18,2,-10,-4,120[fluorescence artefact?],COC(=O)c1c(C(=O)OC)n(CCCN)c2ccc(C)cc12

# (continued)
ERa SRC1 inh,Rev-RRE block,Mac1 fbg inh,PLK1 PBD inh,FAK inh,Mac1 fbg enh,PLK1 inh,ERb SRC1 inh,ERa coact pot,Compound
·,4,·,-9,4,·,3,·,·,O=S(=O)(c1cccs1)N1CN(Cc2ccc(Cl)cc2)c2nc3ccccc3nc21
·,-7,·,0,-5,·,-7,·,·,CCCCCC(=O)N/N=C/c1cccs1
-7,3,-18,-16,1,6,-4,-2,117,O=C(CCc1c[nH]c2ccccc12)NCc1ccc2c(c1)OCO2
·,5,-10,-8,2,0,-7,·,·,Cc1ccc(Cn2c(=O)cc(C(=O)O)c3ccccc32)cc1
